# FEN1 inhibitor: inhibitors of human flap endonuclease 1; P39748; Recombinant FEN1 flap cleavage, fluorescence, 15 min; Potency, µM (highest dose often 114 µM), inactives show at the highest dose activity change, negative = inhibition, most hits filed as inhibitors; hit rate 0.35% among 390,000; AID 588795; also: nearly all actives have a fitted effect of over 65% in size
# Target sequence (P39748 whole entry, looked up): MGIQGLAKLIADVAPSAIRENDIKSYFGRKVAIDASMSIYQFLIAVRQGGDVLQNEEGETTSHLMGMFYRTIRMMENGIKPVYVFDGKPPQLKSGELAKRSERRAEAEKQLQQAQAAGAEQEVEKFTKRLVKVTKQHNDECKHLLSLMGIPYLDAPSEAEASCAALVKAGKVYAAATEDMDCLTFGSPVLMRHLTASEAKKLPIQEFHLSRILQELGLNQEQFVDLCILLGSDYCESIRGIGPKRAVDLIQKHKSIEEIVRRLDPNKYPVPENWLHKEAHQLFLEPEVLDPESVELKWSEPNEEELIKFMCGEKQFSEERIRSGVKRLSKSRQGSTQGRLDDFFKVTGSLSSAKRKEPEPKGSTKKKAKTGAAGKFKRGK
#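 Concentration–response screening of FEN1 (10 nM): 15 min compound preincubation at room temperature, reaction started with 50 nM substrate and read at 0 and 15 min. Corrected, normalized data were fitted by a four-parameter Hill equation.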
# TDP1 block: inhibitors of human tyrosyl-DNA phosphodiesterase TDP1 | recombinant TDP1, AlphaScreen DNA substrate cleavage | Potency, µM (highest dose often 130 µM), for inactives: at the top dose activity change, negative = inhibition, most hits filed as inhibitors | hit rate 0.28% among 350,000 | AID 485290; also: nearly all actives have a fitted effect of over 40% in size
# Target sequence (Q9NUW8 whole entry, looked up): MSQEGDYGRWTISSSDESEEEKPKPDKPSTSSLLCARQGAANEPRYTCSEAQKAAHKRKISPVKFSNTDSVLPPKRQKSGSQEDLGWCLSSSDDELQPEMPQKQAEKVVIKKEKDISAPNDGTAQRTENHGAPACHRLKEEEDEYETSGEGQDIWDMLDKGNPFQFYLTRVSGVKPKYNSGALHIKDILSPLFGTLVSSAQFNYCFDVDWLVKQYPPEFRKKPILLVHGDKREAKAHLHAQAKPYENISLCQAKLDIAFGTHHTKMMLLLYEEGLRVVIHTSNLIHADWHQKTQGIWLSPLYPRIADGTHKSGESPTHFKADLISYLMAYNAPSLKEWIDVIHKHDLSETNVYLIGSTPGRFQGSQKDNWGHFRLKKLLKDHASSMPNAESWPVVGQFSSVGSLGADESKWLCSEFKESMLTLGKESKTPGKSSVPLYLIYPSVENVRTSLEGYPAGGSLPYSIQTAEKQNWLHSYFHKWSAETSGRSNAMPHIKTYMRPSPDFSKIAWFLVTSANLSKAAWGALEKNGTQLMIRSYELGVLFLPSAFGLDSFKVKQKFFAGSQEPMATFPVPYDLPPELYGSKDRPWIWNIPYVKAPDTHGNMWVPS
#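 Enzyme-compound mixtures sat 15 min at room temperature, followed by a 5 min reaction with 15 nM final substrate and 10 min with AlphaScreen beads. Recombinant human Tdp1 was used at 1 nM final.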
# N370S GC mod: inhibitors or activators of N370S glucocerebrosidase for Gaucher disease | AID 2101 | hit rate 0.092% among 330,000 | P04062 | Potency, µM (top dose mostly 59.4 µM), inactives show top-dose activity change, negative = inhibition, most hits filed as inhibitors | N370S GC spleen homogenate, 4MU-glucoside fluorescence;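 also: 0% = full enzyme activity and -100% = no enzyme basal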
# Numbers without * were called inactive; ? = inconclusive; . = not tested or not shown; [ ] = another dose, or the depositor's remark. Calls follow the shape of the dose curve; as a rule, active = well fitted curve in the direction sought with a large enough effect; inconclusive = small, poorly fitted or top-dose-only effect, or another doubt; inactive = no such curve, though single readings can be large; an effect the other way counts as inactive or inconclusive. Unless noted, % is scaled to controls: 0 for no effect and ±100 for the full control effect; potency is read from the fitted curve at half-maximal effect. Hits appear at their usual frequency; overall some 0.53% were active at least once.
structure | FEN1 inhibitor | TDP1 block | N370S GC mod
O=C(N/N=C/c1cccn1-c1ccccc1)c1ccncc1 | ? | 3.7% | -0.6%
CCOC(=O)C1(Cc2ccccc2C)CCCN(Cc2ccc(NC(C)=O)cc2)C1 (stereo not given) | -15.5% | . | 6.4%
O=C(NCC1CCCO1)c1cc(S(=O)(=O)N2CCCC2)c(Cl)cc1Cl (stereo not given) | 4.4% | -2.4% | 13.4%
CCC(=O)Nc1ccc(C)cc1-c1nc2ccccc2n(CC(=O)Nc2ccccc2Cl)c1=O | 17.0% | 5.7% | .
CCC(c1nnnn1Cc1ccc2c(c1)OCO2)N1CCN(c2ccc(OC)cc2)CC1 (stereo not given) | -5.4% | 11.5% | 1.5%
N#Cc1cccc(CS(=O)(=O)c2nnnn2C2CCCCC2)c1 | . | 7.5% | 10.4%
Cn1nc(-c2ccccc2)cc1NC(=O)Nc1ccc(F)cc1 | 11.6% | . | -13.7%
COc1ccc(Cl)cc1-c1ccc(C(=O)O)o1 | . | -11.2%[234 µM] | -2.9%[89.1 µM]
COC1(C(F)(F)F)NC(=O)N(c2ccc(F)cc2)C1=O (stereo not given) | 2.0% | 5.8% | .
CC(C)c1nc2ccc(C(=O)NCCCN3CCN(c4cccc(Cl)c4)CC3)cc2o1 | 4.7% | 4.1% | .
O=C(NCCC1=CCCCC1)c1ccc2c(=O)n3nc(Nc4ccccc4)sc3nc2c1 | -2.4% | 3.4% | .
CCC(=O)N(Cc1ccc(C)cc1)Cc1cc2cc3c(cc2[nH]c1=O)OCO3 | -7.2% | 0.0% | 29.8%
O=[N+]([O-])c1ccc(N=Nc2c(O)[nH]c3ccc(F)cc23)cc1 | -15.7% | . | -2.5%
N#Cc1c(-c2ccccc2)cc(-c2ccc(O)cc2)nc1N | ? | . | ?
COc1cc(OC)c(NC(=O)c2cccc(F)c2)cc1Cl | -9.7% | 2.4% | -12.1%
CN(C(=O)c1ccc(N2CCCCC2)c([N+](=O)[O-])c1)C1CCS(=O)(=O)C1 (stereo not given) | -1.0% | 1.7% | .
Cc1ccc2nc(/C(C#N)=C\c3ccc(N4CCCCC4)c([N+](=O)[O-])c3)[nH]c2c1 | 2.6% | 7.1% | 6.6%
COc1ccc(OC)c(Nc2nc(N)c([N+](=O)[O-])c(NC3CCCCC3)n2)c1 | 4.6% | . | -2.8%
CCOc1ccc(N/C(SCc2cccc([N+](=O)[O-])c2)=C(/C#N)C(N)=O)cc1 | -4.1% | 8.0% | 2.5%
COc1ccc(C)cc1NC(=O)C(NS(=O)(=O)c1cccc2nsnc12)c1ccccc1 (stereo not given) | 2.6% | 2.3% | .
Oc1ccccc1-c1nc(NCCN2CCOCC2)c2ccccc2n1 | ? | 6.2% | -19.1%
CC(C(=O)Nc1ccccc1-c1ccccc1)N1CCN(Cc2ccccc2)CC1 (stereo not given) | -22.6% | -1.2% | -8.4%
O=C(CSC(=S)N1CCCC1)c1ccccc1 | 13.0% | -6.2% | -1.0%
CCC(C)NC(=O)c1cc(C)no1 (stereo not given) | 1.2% | 3.4% | .
CC(C)c1nc2cc(C(=O)N3CCN(c4cnccn4)CC3)ccc2o1 | 2.4% | 2.9% | -5.1%
O=C(CCCn1c(=O)c2cccn2c2ccccc21)Nc1cc(C(F)(F)F)ccc1Cl | 1.5% | 2.6% | .
Cn1c(=O)c2cn(-c3cccc4ccccc34)cc2n(C)c1=O | 0.4% | 2.6% | -18.4%
CCC(C)C(NC(=O)c1ccccc1)C(=O)Nc1ccc(S(=O)(=O)Nc2cc(C)nc(C)n2)cc1 (stereo not given) | 4.9% | 2.7% | .
COc1cccc(NC(=O)c2cccc(C(=O)Nc3cccc(OC)c3)n2)c1 | -2.2% | 2.2% | -2.6%
C/C(=N\N1CCN(Cc2ccc(Cl)cc2)CC1)c1ccc(F)cc1 | -2.5% | 1.2% | 15.7%
Cc1ccc(NC(=O)C2C3C=CC4(O3)C2C(=O)N(CCCN2CCCC(C)C2)C4C(=O)NC2CCCCC2)cc1 (stereo not given) | -11.3% | 5.8% | -5.6%
CS(=O)(=O)Nc1cccc(C2=NN(C(=O)c3ccco3)C(c3cccs3)C2)c1 (stereo not given) | 0.4% | 1.3% | -10.0%
O=C(NC1CCCC1)c1ccc(CS(=O)(=O)c2ccc(Br)cc2)o1 | -1.6% | -1.3% | 20.2%
Cc1ccc(C(=O)/C=C/Nc2ccc3c(c2)OCO3)cc1 | 6.4% | 5.9% | 8.8%
CCOC(=O)CC1COCCN1C(=O)c1cc(COc2ccc(F)c(F)c2)on1 (stereo not given) | -3.8% | 4.5% | -3.7%
CCN([C@H](CO)CC(C)C)S(=O)(=O)c1ccccc1 | -14.3% | -0.4%[56.1 µM] | .
O=C(C[C@@H]1C/C=C\CC[C@@H](Cc2ccc(F)cc2)C(=O)OC[C@@H]2CCCN2C1=O)N[C@H](CO)Cc1ccccc1 | -1.9% | 2.4% | .
COC(=O)c1ccc(-n2nnnc2SC)cc1 | 4.9% | 3.8% | 4.9%
Cn1c(=O)n(C)c2cc(N3CCOCC3)c(NC(=O)c3c(F)cccc3F)cc21 | -1.3% | 7.5% | .
O=C(OCc1nnc(-c2ccc([N+](=O)[O-])cc2)o1)C1CCN(C(=O)c2ccc(F)cc2)CC1 | -14.6% | 3.7% | .
O=c1oc2ccccc2c(O)c1/C=C1\C=Nc2ccccc21 | -0.5% | -1.0% | -13.9%
Cc1ccc(-c2c(C(=O)N3CCN(c4cc(Cl)ccc4C)CC3)oc(=O)c3ccccc23)cc1 | -4.2% | 4.7% | .
CCOC(=O)Cc1csc(NC(=O)c2cc(C)c(C)s2)n1 | 8.1% | -1.2% | .
Cc1cc(C)nc(NC(=O)NC(=O)c2ccccc2)n1 | -16.1% | 1.1% | 2.7%
O=C(CSc1nnc(Nc2ccccc2)s1)NC1CC1 | 0.2% | -0.3% | .
COc1cccc(CNC(=O)C(=O)NCC(c2ccco2)N2CCOCC2)c1 (stereo not given) | 6.3% | 4.2% | ?
COc1cc(C(=O)Oc2cc(C)[nH]c(=O)c2[N+](=O)[O-])cc(OC)c1OC | -4.8% | -1.3% | -2.5%
CCc1ccc(N2CC(O)=C(c3nc4ccccc4c(=O)[nH]3)C2=N)cc1 | 30.5% | 0.0% | 7.4%
COC(=O)CC1COc2ccccc2N1C(=O)c1cccc(C(F)(F)F)c1 (stereo not given) | 2.4% | -2.9% | -2.1%
CCC1CCCCN1C(=O)c1ccccc1OC1CCN(S(C)(=O)=O)CC1 (stereo not given) | 1.1% | -1.2% | -23.0%
Cc1ccc(C(=O)NC(C)c2ccccc2)cc1S(=O)(=O)N1CCOCC1 (stereo not given) | -1.2% | 3.7% | -12.6%
O=C(CSc1nnc(-c2ccncc2)n1-c1ccccc1)Nc1ccc(F)cc1 | -1.8% | -0.9% | .
CCn1cc(C(=O)NCc2ccccc2Cl)c(=O)c2cc(S(=O)(=O)N3CCc4ccccc4C3)ccc21 | 12.7% | -2.3% | .
COc1cccc(/C=C2\SC(N3CCCC(C)C3)=NC2=O)c1OC (stereo not given) | -2.5% | . | -5.4%
CCOc1ccc(CNC(=O)c2sc3nc(C)cc(C)c3c2-n2cccc2)cc1 | -1.8% | 8.6% | .
COC(c1ccccc1)c1nnc(CCC(=O)N2CCN(CCOc3ccccc3)CC2)o1 (stereo not given) | 13.0% | 7.2% | -3.5%
Cc1onc(-c2cccc(Cl)c2Cl)c1C(=O)O/N=C(\N)c1ccc([N+](=O)[O-])o1 | -12.3% | 7.7% | -8.9%
O=S(=O)([N-]c1nc2ccccc2nc1-[n+]1ccccc1)c1ccc(F)cc1 | -2.4% | 6.5% | 4.6%
Cc1ccc(-c2nc(=O)[nH]c3ccc(Br)cc23)cc1 | -2.5% | 3.8% | -7.1%
COc1ccc(C(=O)NNC(=O)CNC(=O)C2CCCCC2)cc1 | 13.3% | 2.7% | -3.6%

# Random excerpt: 2 compounds from above, in no set order.
structure | FEN1 inhibitor | TDP1 block | N370S GC mod
CCn1cc(C(=O)NCc2ccccc2Cl)c(=O)c2cc(S(=O)(=O)N3CCc4ccccc4C3)ccc21 | 12.7% | -2.3% | .
CCOC(=O)CC1COCCN1C(=O)c1cc(COc2ccc(F)c(F)c2)on1 (stereo not given) | -3.8% | 4.5% | -3.7%

# (further entries)
structure | FEN1 inhibitor | TDP1 block | N370S GC mod
O=C(CN1CCN(C(=O)c2ccco2)CC1)Nc1ccc(Cl)c(S(=O)(=O)N2CCOCC2)c1 | 4.3% | 2.3% | -6.2%
O=C(CCNS(=O)(=O)c1ccc(Br)cc1)NCCc1ccccc1 | -14.8% | -0.2% | 4.2%
COc1ccccc1S(=O)(=O)Cc1ccc(C(=O)N2CCOCC2)o1 | -1.4% | 0.0% | 2.6%
COc1ccc(OCc2nnc(SCC(=O)Nc3ccc(C)cc3)o2)cc1 | 11.4% | -4.3% | -11.4%
Cc1ncc([N+](=O)[O-])n1CC(=O)Nc1ccccc1 | -10.3% | 3.5% | 3.4%
CC1CCCCC1NC(=O)c1nn(C)c2c1CS(=O)(=O)c1ccccc1-2 (stereo not given) | 10.4% | 1.2% | -2.2%
O=C(c1ccccc1NS(=O)(=O)c1ccc(Br)cc1)N1CCOCC1 | -5.3% | 3.5% | -4.1%
C=CCn1c(Sc2ncc([N+](=O)[O-])s2)n[nH]c1=O | -1.9% | 7.7% | -2.6%
O=C(C(=O)N1CCN(c2ccccc2)CC1)c1c[nH]c2ccccc12 | -0.9% | -2.7% | 1.5%
COc1ccc(-c2noc(CN(C(=O)c3c(-c4ccccc4Cl)noc3C)C(C)C)n2)cc1 | -15.6% | 0.0% | 20.4%
[O-][n+]1cccc(C(O)c2ccccc2)c1 (stereo not given) | -3.6% | . | -6.9%
CCOC(=O)C1(S(=O)(=O)c2ccc(Cl)cc2)CCN(Cc2ccc(Cl)cc2)CC1 | -5.4% | 2.0% | -18.2%
O=C(CSc1nc2c([nH]c3ccccc32)c(=O)n1-c1ccc(Cl)cc1)NC1CCCCC1 | -9.5% | 4.4% | .
O=C(NC(=S)Nc1ccccc1N1CCCCC1)c1ccc(-c2cccc([N+](=O)[O-])c2)o1 | 10.9% | 0.0% | 3.7%
Cc1ccc(OC(=O)c2cccc(S(=O)(=O)N3CCCC3)c2)c(-n2nc3ccccc3n2)c1 | -8.6% | 0.0% | 20.9%
Cc1ccc(NC(=O)Nc2ccc(Cl)cc2)c(Br)c1 | -0.7% | 1.2% | 7.7%
CCN(CC(=O)Nc1cc(Cl)ccc1C)C(=O)c1ccc(N2CCCC2=O)cc1 | 5.8% | 0.2% | .
CCOc1ccc(N(Cc2ccccc2)C(=O)c2nc(S(C)(=O)=O)ncc2Cl)cc1 | -17.8% | 1.2% | .
CCOc1ccc(-c2cnc(NCc3cccc(Cl)c3)n2C)cc1 | -2.0% | 8.4% | .
O=C(O)CCc1nn2c3ccccc3n(CCN3CCCCC3)c2nc1=O | -2.6% | 0.0% | -0.6%
COc1ccc(N2CCN(c3nc4cc(C)ccc4cc3C=O)CC2)cc1 | -11.7% | 14.2% | 0.1%
CCOc1ccc(NC(=O)C(C)Sc2nnc(C)n2C)cc1 (stereo not given) | 1.7% | 7.6% | 3.6%
COc1ccccc1C(=O)NCCN1CCN(C(=O)c2ccccc2OC)CC1 | -3.5% | 2.2% | 1.4%
N/C(Cc1cccc2ccccc12)=N\OC(=O)c1ccccc1F | -6.9% | -3.0% | -0.3%
Cc1cc(C)nc(N2CCN(c3nc(C)cc(C)n3)CC2)n1 | . | 4.2% | 0.5%
O=C(NCC1CCCO1)c1csc(Nc2cccc3ccccc23)n1 (stereo not given) | -19.3% | 8.3% | -6.0%
COc1c(Cl)ccc(Cl)c1C(=O)NC(=O)N1CCOCC1 | -3.9% | -1.0% | -15.8%
CCC(C)C(NC(=O)[C@@H](NC(=O)c1ccccc1F)C(C)C)C(=O)OC (stereo not given in full) | 7.3% | -4.2% | 0.1%
Nn1c(SCC(=O)Nc2ccccc2F)nnc1-c1cccs1 | -0.5% | . | -18.1%
O=C(CCS(=O)(=O)c1cccs1)Nc1ccc(C(=O)NC2CCCC2)cc1 | -10.2% | -1.8% | 3.7%
Cc1nn(-c2ccccc2)c(OC(=O)c2ccccc2Br)c1S(=O)(=O)c1ccccc1 | 11.2% | 2.5% | .
CC1=NN(C(=O)Cn2ccc([N+](=O)[O-])n2)C(O)(C(F)(F)F)C1 (stereo not given) | 6.0% | 1.3% | 5.1%
CN(C)CCCOc1cccc(Cl)c1 | 3.6% | -8.3% | -22.3%
O=C(NCC(=O)N1CCC2(CC1)NCCc1[nH]cnc12)c1cccc(Cl)c1 | -1.7% | 3.9% | -6.8%
CCc1ccc(N=CC23c4ccccc4C(c4ccccc42)C2C(=O)N(c4ccc(OC)cc4)C(=O)C23)cc1 (stereo not given) | 5.1% | 5.9% | -29.8%
O=C(NCc1cccnc1)c1cc(S(=O)(=O)N2CCCCC2)ccc1Cl | 0.3% | 4.5% | -1.5%
O=C(NCCN1CCOCC1)c1ccc2c(c1)N(Cc1cccc(F)c1)C(=O)c1ccccc1S2 | 6.0% | 7.2% | ?
